TDP1 inh: qHTS Assay for Inhibitors of Tyrosyl-DNA Phosphodiesterase (TDP1); Tyrosyl-DNA phosphodiesterase 1 (Homo sapiens), Q9NUW8; recombinant TDP1, AlphaScreen DNA substrate cleavage; Potency, µM (series often up to 130 µM), without a hit: top-dose activity change, negative = inhibition, most hits filed as inhibitors; actives 0.28% (n = 350,000); AID 485290, 2010; further: nearly all actives have a fitted effect of over 40% in size
Target sequence (Q9NUW8 whole entry, looked up): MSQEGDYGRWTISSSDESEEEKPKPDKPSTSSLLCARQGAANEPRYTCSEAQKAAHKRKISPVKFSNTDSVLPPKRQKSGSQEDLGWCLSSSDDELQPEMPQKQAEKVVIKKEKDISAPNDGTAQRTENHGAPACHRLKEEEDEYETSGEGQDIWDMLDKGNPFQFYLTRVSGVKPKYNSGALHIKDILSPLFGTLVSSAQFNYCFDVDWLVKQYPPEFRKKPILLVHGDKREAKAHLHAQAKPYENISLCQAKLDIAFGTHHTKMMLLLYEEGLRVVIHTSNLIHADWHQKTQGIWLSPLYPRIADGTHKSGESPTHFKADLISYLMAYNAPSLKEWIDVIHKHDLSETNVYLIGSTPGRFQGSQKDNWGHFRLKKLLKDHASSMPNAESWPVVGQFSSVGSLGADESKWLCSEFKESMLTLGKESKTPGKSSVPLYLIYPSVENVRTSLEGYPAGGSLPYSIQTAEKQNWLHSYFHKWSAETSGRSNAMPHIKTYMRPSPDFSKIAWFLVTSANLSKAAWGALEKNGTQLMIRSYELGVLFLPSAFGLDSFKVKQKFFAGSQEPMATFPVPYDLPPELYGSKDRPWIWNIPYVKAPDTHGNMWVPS
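Compounds were preincubated with Tdp1 (1 nM final) for 15 min at room temperature before substrate (15 nM final) started a 5 min reaction; beads (10 ug/ml final) were then added for 10 min before AlphaScreen detection.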
N370S GC: qHTS Assay for Inhibitors and Activators of N370S glucocerebrosidase as a Potential Chaperone Treatment of Gaucher Disease; N370S GC spleen homogenate, 4MU-glucoside fluorescence; Potency, µM (doses to about 59.4 µM), inactives show at the highest dose activity change, negative = inhibition, actives largely listed as inhibitors; actives 0.092% (n = 330,000);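 further: 0% = full enzyme activity and -100% = no enzyme basal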
TDP1 cell noCPT: qHTS for Inhibitors of human tyrosyl-DNA phosphodiesterase 1 (TDP1): qHTS in cells in absence of CPT | AID 686978, 2013 | Potency, µM (series often up to 46.2 µM), for inactives: at the top dose activity change, negative = growth inhibition, usual class: inhibitors | actives 15% (n = 420,000) | DT40 Tdp1-/- hTDP1 cells, no CPT, ATP luminescence, 48 h; further: nearly all actives have a fitted effect of over 55% in size
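A cellular qHTS used chicken DT40 cells lacking endogenous Tdp1 but carrying stably transfected human TDP1. Compounds were applied without camptothecin, and cell growth kinetics were judged by ATP-dependent luminescence after ≥48 hr.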
* marks the source's active call; other numbers are inactive results; ? = inconclusive; . = no result given; [ ] = remark or other dose. The call rests on the fitted dose curve; in most records, active means well fitted curve in the direction sought with a large enough effect; inconclusive means small, poorly fitted or top-dose-only effect, or another doubt; inactive means no such curve, though single readings can be large; an effect the other way counts as inactive or inconclusive. Unless noted, on the % scale 0 is the no-effect control and ±100 the full control effect; potency means the concentration at half of the fitted maximal effect. Some of the compounds tested (hit frequency here may not be typical).

structure | TDP1 inh | N370S GC | TDP1 cell noCPT
Cc1ccc(NC(=O)Cn2cc(C=O)c3ccccc32)cc1 | . | -2.0% | -24.4%
COc1cc(OC)cc(C(=O)NCC2CCCO2)c1 (stereo not given) | 4.3% | -1.0% | -15.0%
CCCN(c1ccc(C(=O)OC)cc1)S(=O)(=O)c1ccccc1 | -2.7% | 4.1% | -7.6%
O=C(O)CCc1ccc(S(=O)(=O)NCCc2ccccc2)cc1 | 5.2% | -4.6% | -9.3%
C=CCn1nc2n(c1=O)-c1ccccc1SC2 | 1.2% | 6.6% | -5.8%
COc1cccc(NC(=O)CCNS(=O)(=O)c2ccc3c(c2)CCCC(=O)N3)c1 | 3.8% | . | -13.9%
CN(C)c1nc2c(c(N)nn2-c2ccc(Cl)cc2)c(=O)o1 | 0.0% | 4.7% | -20.3%
COc1cccc2c(Cl)c(CC=C(Cl)Cl)c(C)nc12 | -2.4% | 8.3% | -29.0%
COc1ccc(C2C(C(=O)OC3CCCCC3)=C(C)Nc3nnnn32)c(OC)c1OC (stereo not given) | 1.3% | -7.8% | -25.5%
Cc1cc(C)cc(NC(=O)c2ccc(CSc3nnnn3C)cc2)c1 | 3.1% | 16.3% | -6.2%
CS(=O)(=O)N(CC(=O)Nc1ccccc1C(=O)NCCc1ccccc1)c1ccc2c(c1)OCCO2 | 8.8% | 3.9% | 20.6µM*
O=C(CCSc1ccc(Cl)c(Cl)c1)NC12CC3CC(CC(C3)C1)C2 | . | 11.5% | ?
C=CCNC(=O)CC(=O)N/N=C/c1cccc(C)c1 | 2.7% | -21.3% | -11.5%
Cc1nnc(SCC(=O)N(C)Cc2ccccc2)[nH]c1=O | -10.1% | -1.4% | -6.4%
CCOC(=O)c1nnn(CC(=O)N2N=C(c3ccccc3)CC2c2ccccc2)c1C(=O)OCC (stereo not given) | 1.1% | 24.2% | 18.4µM*
COc1cc(NC(=O)c2cc(C)nc3c2c(C)nn3-c2ccccc2Cl)cc(OC)c1 | 8.1% | . | 23.1µM*
COc1ccc(C)cc1-n1c(-c2ccncc2)n[nH]c1=S | 0.0% | 5.3% | -6.7%
CC(C)(C)n1nnnc1C(c1ccncc1)N1CCCCCC1 (stereo not given) | 4.8% | 1.9% | -4.8%
Cc1ccc2c(=O)cc(C(=O)Nc3cccc(Cl)c3C)oc2c1C | 3.7% | . | -8.7%
Cc1ccc(CSc2nsc(C)c2C#N)cc1 | . | 0.6% | ?
Cc1cc(N2CCN(C)CC2)nc2ccc(NC(=O)Nc3ccccc3)cc12 | 7.4% | . | ?
COCC(=O)N1CCC2(CCN(Cc3ccncc3)CC2)CC1 | . | -2.7% | 3.1%
CCS(=O)(=O)Nc1cccc(C2=NN(S(C)(=O)=O)C(c3cccs3)C2)c1 (stereo not given) | 1.8% | -2.7% | -11.6%
Cc1ccc(NC(=O)C2C(c3ccccc3)C=CC(c3ccccc3)C2C(=O)O)cc1 (stereo not given) | -11.0% | -9.8% | 20.6µM*
Cn1nnnc1SCc1nc2ccccc2s1 | 6.1% | 6.4%[2.35 µM] | -23.1%
Cc1nnc(-c2cnn(-c3ccccc3)c2N)n1Cc1ccc(F)cc1 | 0.0% | 0.8% | -27.4%
COc1cc(NC(=O)CC2C(=O)N(c3ccccc3)C(=O)N2Cc2ccc(F)cc2)cc(OC)c1 (stereo not given) | -2.8% | . | 14.6µM*
COc1ccc(CN2CCN(Cc3ccc(C(F)(F)F)cc3)CC2)cc1 | . | -7.9% | 23.1µM*
O=C(CC1S/C(=N/N=C/c2ccco2)NC1=O)Nc1cccc(Cl)c1Cl (stereo not given) | 1.8% | -5.8% | 0.6%
NC(=O)c1ccccc1N/C=C/C(=O)c1ccc(F)cc1 | -10.3% | 6.4% | 14.6µM*
CCOC(=O)C(=NC1CCCCC1)NNc1cccc(C(F)(F)F)c1 | 5.5% | -1.3% | ?
CN(CC(=O)Nc1cccc(F)c1)C(=O)CN1C(=O)C2CCCCC2C1=O (stereo not given) | -0.3% | . | 16.7%
N#Cc1cc2c(nc1SCC(=O)O)CCCC2 | -4.9% | 3.9% | -8.5%
CCn1nc(-c2ccccc2)c(-c2ccccc2)c(C(=O)Nc2nc(C)c(C(=O)N(C)C)s2)c1=O | 4.7% | . | ?
COc1cccc(-n2nnnc2SCC(=O)Nc2nc3c(s2)CCCC3)c1 | -2.5% | 27.8% | ?
Fc1ccccc1C1CCN(Cc2nc(COc3ccccc3)no2)C1 (stereo not given) | . | 0.5% | -28.1%
Cc1cc(OCCn2ccnc2)ccc1C(C)C | 4.7% | 5.6% | ?
COc1cccc(OCCn2cccc2/C=C2/C(=N)N3OC(C)=CC3=NC2=O)c1 | 5.4% | 3.6% | 20.1%
O=C(Nc1cccn2ncnc12)c1cccc(C(F)(F)F)c1 | 2.9% | 15.7% | -21.2%
Cc1nn2c(c1-c1ccccc1)N=C(c1ccco1)CC2c1ccccc1 (stereo not given) | 6.7% | 0.8% | ?
COc1ccc(-c2cnc(N)n2C)cc1 | 9.0% | -5.0% | ?
CCOC(=O)c1cnc(SCC(=O)Nc2ccc(N3CCOCC3)c(Cl)c2)nc1N | 2.9% | 12.9% | 12.6µM*
O=C(COc1ccc(Cl)cc1)NCC(c1ccco1)S(=O)(=O)c1ccc(F)cc1 (stereo not given) | 0.0% | . | ?
Cc1ccc(S(=O)(=O)NCC(=O)NNC(=O)c2ccccc2Cl)cc1C | 2.0% | . | -6.8%
O=C(Cn1nnc(-c2ccccc2)n1)Nc1cccc(S(=O)(=O)N2CCCC2)c1 | -1.6% | -1.7% | 20.6µM*
COc1ccc(-c2ccnc(-c3ccncc3)n2)cc1 | -1.9% | -0.1% | 16.4µM*
CC1CCCCC1NC(=O)CN(C)S(=O)(=O)c1cccc2cccnc12 (stereo not given) | . | 9.6% | ?
COc1ccc(CNc2nc(NCc3ccc(OC)cc3)c3ncn(C(C)C)c3n2)cc1 | 23.9% | -2.6% | .
Cc1ccc(C(=O)NC(=S)N2CCN(C)CC2)cc1Br | 3.9% | -17.0% | ?
CCOC(=O)C(=O)NNc1ccc(F)cc1 | ? | ? | 0.2%
COc1cc(CNc2ccc(S(N)(=O)=O)cc2)ccc1OCC(=O)NC1CCCCC1 | 0.0% | -0.6% | -20.3%
O=S(=O)(c1cccc(C(F)(F)F)c1)N1CCC(c2cc(-c3cccc4ccccc34)n[nH]2)CC1 | 1.0% | 4.1% | ?
CCOc1ccc(S(=O)(=O)N2CCN(c3ncccn3)CC2)cc1 | 3.2% | -0.6% | ?
COc1cccc(CNC(=O)Nc2cn(CC(C)C)c(=O)c3ccccc23)c1 | 2.1% | . | ?
CC(C)Cc1ccc(S(=O)(=O)Nc2ccc3[nH]c(=O)[nH]c3c2)cc1 | 2.5% | -2.2% | 25.9µM*
COC(=O)c1ccc(CNC(=O)COC(=O)c2cc(Cl)nc(Cl)c2)cc1 | -2.4% | -1.7% | -14.1%
Nc1ccc(S(=O)C(F)(F)F)cc1 (stereo not given) | 1.6% | 0.1% | 7.0%
Clc1ccc(-c2nnc3n2CCCC3)cc1Cl | 0.0% | 5.2% | ?
COc1ccccc1/C=C1\SC(=S)N(CCC(=O)Nc2ccc(C(=O)O)c(O)c2)C1=O | . | 24.2% | -9.8%
COc1ccccc1N1CCN(C(=S)Nc2cccc(C)c2)CC1 | 3.6% | 7.9% | 23.1µM*

Additional results
structure | TDP1 inh | N370S GC | TDP1 cell noCPT
COc1ccc(-n2c(SCC(=O)Nc3nccs3)nc3c(c2=O)SCC3)cc1 | 1.0% | 3.0% | ?
CCCOc1ccc(C2C(=O)N(C3CCC(C)CC3)CC(=O)N2CCc2ccccc2)cc1OC (stereo not given) | 0.0% | . | ?
CCOC(=O)C1=C(COC(=O)Cc2c(F)cccc2Cl)NC(=O)NC1C (stereo not given) | 2.6% | . | -11.6%
COc1ccc(N2C(=O)CCC(C(=O)N(C)C3CCCCC3)C2c2ccc(OC)c(OC)c2)cc1 (stereo not given) | -2.3% | 5.6% | -18.0%
Cc1occc1C(=O)NC1CCCCCCC1 | 1.9% | -8.2% | -14.9%
CC1CCCCN1S(=O)(=O)c1cc2c3c(c1)CC(=O)N3CCC2 (stereo not given) | -5.2% | . | ?
Cc1cc(-c2nnc(SCC(=O)Nc3nc(-c4ccc(Cl)cc4)cs3)o2)no1 | . | -5.4% | 0.3%
COc1ccc(C2NC(C(=O)O)Cc3c2[nH]c2ccccc32)cc1OC (stereo not given) | -4.5% | 11.5% | 1.1%
Cn1c(NC(=O)c2ccccc2Br)cc(=O)n(C)c1=O | 3.1% | -1.0% | -1.3%
CC(=O)N1c2ccc([N+](=O)[O-])cc2NC(=O)CC1C (stereo not given) | 0.0% | -9.3% | -7.8%
CCOc1ccc(N2CC(C(=O)NCCCc3ccccc3)CC2=O)cc1 (stereo not given) | -5.3% | . | -22.4%
O=C(N=C1SC2CS(=O)(=O)CC2N1Cc1ccc(F)cc1)C1CC1 (stereo not given) | 3.4% | -9.1% | -1.6%
COc1cccc(C(=O)Cn2c(N3CCCCC3)nc3c2c(=O)n(C)c(=O)n3C)c1 | 4.2% | 2.2% | 18.4µM*
CC(=O)Nc1ccc(S(=O)(=O)Nc2c(C)n(C)n(-c3ccccc3)c2=O)cc1 | 6.1% | 9.7% | -14.0%
CCc1ccc(NCc2nc(-c3ccccc3)no2)cc1 | 1.3% | 19.6% | -12.5%
O=c1ccccn1CCOc1ccccc1Cl | 3.5% | 11.8% | 6.0%
Cc1cc(NS(=O)(=O)c2ccc(NC(=O)N[C@H](C(=O)O)C(C)C)cc2)no1 | 2.4% | 5.0% | 15.8%
CCNc1nc(NC(N)=S)nc(NC(C)(C)C)n1 | 3.0% | 18.4% | -21.0%
C/C(=N/NC(=O)c1cc(-c2ccc(Cl)s2)[nH]n1)c1ccco1 | . | -1.5% | ?
O=C(Nc1nnc(S(=O)(=O)N2CCN(c3ccc(F)cc3)CC2)s1)c1ccccc1 | -4.8% | 0.9% | 2.5%
CCc1ccccc1-n1cnc2cc(C(=O)NC3CCCCCC3)ccc21 | 10.4% | . | 23.1µM*
CCCn1nnc(NC(=O)c2cccnc2Cl)n1 | 2.5%[56.1 µM] | -2.0% | -13.4%

An excerpt from above in order of molar mass, ascending:
structure | TDP1 inh | N370S GC | TDP1 cell noCPT
Cc1occc1C(=O)NC1CCCCCCC1 | 1.9% | -8.2% | -14.9%
O=c1ccccn1CCOc1ccccc1Cl | 3.5% | 11.8% | 6.0%
CC(=O)N1c2ccc([N+](=O)[O-])cc2NC(=O)CC1C (stereo not given) | 0.0% | -9.3% | -7.8%
CCCn1nnc(NC(=O)c2cccnc2Cl)n1 | 2.5%[56.1 µM] | -2.0% | -13.4%
CCNc1nc(NC(N)=S)nc(NC(C)(C)C)n1 | 3.0% | 18.4% | -21.0%
CCc1ccc(NCc2nc(-c3ccccc3)no2)cc1 | 1.3% | 19.6% | -12.5%
CC1CCCCN1S(=O)(=O)c1cc2c3c(c1)CC(=O)N3CCC2 (stereo not given) | -5.2% | . | ?
C/C(=N/NC(=O)c1cc(-c2ccc(Cl)s2)[nH]n1)c1ccco1 | . | -1.5% | ?
Cn1c(NC(=O)c2ccccc2Br)cc(=O)n(C)c1=O | 3.1% | -1.0% | -1.3%
CCc1ccccc1-n1cnc2cc(C(=O)NC3CCCCCC3)ccc21 | 10.4% | . | 23.1µM*
CCOc1ccc(N2CC(C(=O)NCCCc3ccccc3)CC2=O)cc1 (stereo not given) | -5.3% | . | -22.4%
O=C(N=C1SC2CS(=O)(=O)CC2N1Cc1ccc(F)cc1)C1CC1 (stereo not given) | 3.4% | -9.1% | -1.6%
Cc1cc(NS(=O)(=O)c2ccc(NC(=O)N[C@H](C(=O)O)C(C)C)cc2)no1 | 2.4% | 5.0% | 15.8%
CC(=O)Nc1ccc(S(=O)(=O)Nc2c(C)n(C)n(-c3ccccc3)c2=O)cc1 | 6.1% | 9.7% | -14.0%
COc1cccc(C(=O)Cn2c(N3CCCCC3)nc3c2c(=O)n(C)c(=O)n3C)c1 | 4.2% | 2.2% | 18.4µM*
COc1ccc(-n2c(SCC(=O)Nc3nccs3)nc3c(c2=O)SCC3)cc1 | 1.0% | 3.0% | ?
Cc1cc(-c2nnc(SCC(=O)Nc3nc(-c4ccc(Cl)cc4)cs3)o2)no1 | . | -5.4% | 0.3%
CCCOc1ccc(C2C(=O)N(C3CCC(C)CC3)CC(=O)N2CCc2ccccc2)cc1OC (stereo not given) | 0.0% | . | ?
COc1ccc(N2C(=O)CCC(C(=O)N(C)C3CCCCC3)C2c2ccc(OC)c(OC)c2)cc1 (stereo not given) | -2.3% | 5.6% | -18.0%
